Mcl1-Noxa inh: disrupts binding of human Mcl-1 to Noxa peptide; Q07820; TR-FRET Mcl-1/Noxa peptide binding, 2 h; inhibition, % at 21.7 µM; 220,000 tested, 1.5% active; AID 1022;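 active means compounds that cut the protein-peptide binding signal by more than 50% relative to plate controls in a single-dose test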;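 further: His-tagged Mcl-1 with rhodamine Noxa BH3 peptide and terbium anti-His antibody; 0% = Mcl-1 plus Noxa peptide wells and 100% = peptide-only wells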
RGS4-Gao reg: human RGS4-Galphao interaction regulation | AID 1415 | P09471 | 220,000 tested, 0.33% active | Multiplexed bead flow cytometry, RGS4-Galphao binding; actives lie on both sides | binding response (% of control), % at 10 µM; in the data active means binding response below about 49% or above about 150%; inactive means in between;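 further: fluorescent Galphao activated with aluminum fluoride binding bead-coupled RGS4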
Target sequence (P09471 whole entry, looked up): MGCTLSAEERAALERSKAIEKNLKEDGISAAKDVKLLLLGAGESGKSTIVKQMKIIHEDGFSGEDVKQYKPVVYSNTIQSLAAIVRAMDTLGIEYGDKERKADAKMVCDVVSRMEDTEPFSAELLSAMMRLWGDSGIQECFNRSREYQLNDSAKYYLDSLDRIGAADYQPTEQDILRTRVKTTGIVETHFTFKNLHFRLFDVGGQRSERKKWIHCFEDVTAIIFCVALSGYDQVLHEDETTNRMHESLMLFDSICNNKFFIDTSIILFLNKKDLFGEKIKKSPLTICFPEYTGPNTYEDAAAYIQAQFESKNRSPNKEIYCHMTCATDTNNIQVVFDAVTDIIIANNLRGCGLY
RGS7-Gao reg: modulates binding of RGS7 to human Galphao. binding response (% of control), % at 10 µM. 220,000 tested, 0.35% active. AID 1439. P09471. Multiplexed bead flow cytometry; actives lie on both sides; in the data active means binding response below about 49% or above about 150%; inconclusive means no clear call, values can overlap the other calls; inactive means in between;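 further: fluorescent Galphao held in activated GDP-AlF4 state binding bead-coupled RGS7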
Mcl-1 Bim block: human Bim-Mcl-1 interaction inhibition | Q07820 | Bead-based flow cytometry, Bim peptide-Mcl-1 binding | inhibition, % at 10 µM | 190,000 tested, 0.1% active; in the data active means inhibition above about 40%;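 further: 0% = no compound tracer wells and 100% = peptide blocker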
ABCB1 block: human ABCB1 inhibition, ABCG2 as counter-screen | P08183 | CCRF-Adr cells, JC-1 efflux, flow cytometry | inhibition, % at 6.6 µM | 190,000 tested, 0.067% active; in the data active means inhibition above about 40%;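 further: 0% = vehicle and 100% = reference inhibitor; higher value means more JC-1 retained so stronger ABCB1 efflux block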
Avidin bead fluor: avidin bead compound fluorescence profile. fluorescence (KMESF) at 10 µM. AID 1775. Avidin beads, compound fluorescence 488/530 nm, flow cytometry; stronger effect = higher value. 220,000 tested, 0.38% active; in the data active means fluorescence above about 47; further: inactives centre near 10
ABCG2 block: inhibitors of human ABCG2 transporter, ABCB1 counter-screen; inhibition, % at 6.6 µM; 190,000 tested, 0.1% active; IgMXP3 cells, JC-1 efflux, flow cytometry; Q9UNQ0;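 active means inhibition above 80%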;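 further: 0% = DMSO and 100% = nicardipine control wells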
Target sequence (Q9UNQ0 whole entry, looked up): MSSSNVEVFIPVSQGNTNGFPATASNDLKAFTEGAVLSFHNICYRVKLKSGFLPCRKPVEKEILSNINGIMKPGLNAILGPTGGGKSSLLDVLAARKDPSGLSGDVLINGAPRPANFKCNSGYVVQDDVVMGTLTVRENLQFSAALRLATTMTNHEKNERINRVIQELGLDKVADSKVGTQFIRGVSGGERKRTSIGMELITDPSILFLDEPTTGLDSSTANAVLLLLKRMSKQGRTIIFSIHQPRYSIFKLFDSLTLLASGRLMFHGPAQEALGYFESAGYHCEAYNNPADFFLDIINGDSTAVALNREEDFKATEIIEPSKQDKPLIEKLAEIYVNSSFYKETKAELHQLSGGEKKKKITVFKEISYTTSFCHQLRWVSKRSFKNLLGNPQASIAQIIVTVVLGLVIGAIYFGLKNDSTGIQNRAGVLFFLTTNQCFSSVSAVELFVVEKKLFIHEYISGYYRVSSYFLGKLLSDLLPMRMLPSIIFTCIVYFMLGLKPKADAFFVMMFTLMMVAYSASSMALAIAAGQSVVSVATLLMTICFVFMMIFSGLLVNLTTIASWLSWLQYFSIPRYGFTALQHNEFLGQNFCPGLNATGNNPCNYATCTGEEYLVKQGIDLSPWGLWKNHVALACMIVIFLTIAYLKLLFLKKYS
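Read-out basis: Efflux inhibition in percent versus controls | Test system: ABCG2 IgMXP3 and barcoded ABCB1 CCRF-Adr cell mix | Quantity: 3 million cells/mL in well | Schedule: 10 min at 25 °C | Control set: Nicardipine as high control, DMSO as low control | Reagent: JC-1 as fluorescent efflux pump substrate | Signal: Flow cytometry of retained JC-1 fluorescence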
Pf gamet viab: P. falciparum stage V gametocyte viability inhibition. P. falciparum stage V gametocytes, ATP luminescence, 24 h. inhibition, % at 10.9 µM. 150,000 tested, 0.065% active;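 active means inhibition above the mean plus 3 SD of compounds within the control limits, set per campaign, cut at about 38% in these data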;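 further: 0% = DMSO wells and 100% = medium only without gametocytes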
GSH fluor: GSH bead compound fluorescence profile; GSH beads flow cytometry, compound fluorescence 488/530 nm; stronger effect = higher value; fluorescence (KMESF) at 10 µM; 190,000 tested, 0.25% active; in the data active means fluorescence above about 89;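 further: glutathione beads carrying GST-tagged Bcl family fusion proteins plus one bare bead set; values are compound well signal with DMSO vehicle wells as background; inactives centre near 16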
RGS8-Gao: modulates binding of RGS8 to human Galphao; P09471; multiplexed bead flow cytometry; actives lie on both sides; response (percent of control binding), % at 10 µM; 220,000 tested, 0.34% active; AID 1423; in the data active means response below about 60% or above about 140%; inactive means in between;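 further: Galphao activated as the GDP aluminium fluoride complex binding bead-coupled RGS8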
Mcl1-Bid inh: disrupts binding of human Mcl-1 to Bid peptide; inhibition, % at 21.7 µM; TR-FRET Mcl-1/Bid-Dy647 peptide binding, 1536-well; Q07820; 220,000 tested, 0.97% active; AID 1021;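 active means compounds that cut the binding signal by more than half at the single screening dose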;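 further: His-tagged Mcl-1 with europium anti-His antibody binding Bid BH3 peptide; 0% = Mcl-1 plus peptide wells and 100% = peptide-only wells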
Starred values were filed as active, the others as inactive; & = joins results of further samples. Random draw from the library; overall some 3.3% were active at least once.

Results for COc1ccc(-c2noc(CSc3nnc(CCc4ccccc4)n3-c3ccccc3)n2)cc1OC ?
Mcl1-Noxa inh: 16; RGS4-Gao reg: 102; RGS7-Gao reg: 101; Mcl-1 Bim block: -4; ABCB1 block: 0.3; Avidin bead fluor: 5; ABCG2 block: 0; Pf gamet viab: -15; GSH fluor: 40; RGS8-Gao: 99; Mcl1-Bid inh: 14

Results for O=C(NCc1c(F)cccc1F)c1cc(COc2c(F)cccc2F)on1 ?
Mcl1-Noxa inh: 11; RGS4-Gao reg: 102; RGS7-Gao reg: 102; Mcl-1 Bim block: 0; ABCB1 block: 0.9; Avidin bead fluor: 12; ABCG2 block: 6; Pf gamet viab: -3; GSH fluor: 14; RGS8-Gao: 105; Mcl1-Bid inh: -4

What do the screens show for `O=C1NC[C@@H](Cc2ccc(O)cc2)N(CCc2cccc3ccccc23)C1=O`?
Mcl1-Noxa inh: 22; RGS4-Gao reg: 94; RGS7-Gao reg: inconclusive; Avidin bead fluor: 15; Pf gamet viab: 10; RGS8-Gao: 102; Mcl1-Bid inh: -44

Results for CN(C)c1nc(N(C)C)nc(N2CC(CCl)OC2=N)n1 (stereo not given) ?
Mcl1-Noxa inh: 9; RGS4-Gao reg: 99; RGS7-Gao reg: 98; Mcl-1 Bim block: 0; ABCB1 block: 0.5; Avidin bead fluor: 13; ABCG2 block: 13; Pf gamet viab: 6; GSH fluor: 14; RGS8-Gao: 99; Mcl1-Bid inh: -4

Results for CC(C)Cn1cnc2c1c(=O)n(CC(=O)N(C)C)c(=O)n2Cc1ccccc1 ?
Mcl1-Noxa inh: -3; RGS4-Gao reg: 100; RGS7-Gao reg: inconclusive; Mcl-1 Bim block: 1; ABCB1 block: 1.1; Avidin bead fluor: 10; ABCG2 block: 1; Pf gamet viab: 7; GSH fluor: 18; RGS8-Gao: 102; Mcl1-Bid inh: -8

What do the screens show for `COc1ccc(C(=O)C2CCCN(Cc3ccc4c(c3)OCCO4)C2)cc1F` (stereo not given)?
Mcl1-Noxa inh: -6; RGS4-Gao reg: 82; RGS7-Gao reg: inconclusive; Avidin bead fluor: 4; Pf gamet viab: 20; RGS8-Gao: 89; Mcl1-Bid inh: -32

What do the screens show for `O=C(NNc1c(Cl)cccc1Cl)c1cccs1`?
Mcl1-Noxa inh: 8; RGS4-Gao reg: 102; RGS7-Gao reg: inconclusive; Avidin bead fluor: 8; Pf gamet viab: 5; RGS8-Gao: 100; Mcl1-Bid inh: 3

Results for O=C(CN1CCN(c2ccccc2O)CC1)NNC(=O)c1ccc(Cl)cc1 ?
Mcl1-Noxa inh: 13; RGS4-Gao reg: 96; RGS7-Gao reg: 98; Mcl-1 Bim block: -20; ABCB1 block: 0.1; Avidin bead fluor: 3; ABCG2 block: 2; Pf gamet viab: 7; GSH fluor: 17; RGS8-Gao: 97; Mcl1-Bid inh: -84

Results for CCc1nc2sc3c(c2c(=O)n1N)CC(C)(C)OC3 ?
Mcl1-Noxa inh: 21; RGS4-Gao reg: 101; RGS7-Gao reg: 99; Mcl-1 Bim block: -2; ABCB1 block: 2.8; Avidin bead fluor: 6; ABCG2 block: 9; Pf gamet viab: 25; GSH fluor: 10; RGS8-Gao: 99; Mcl1-Bid inh: -6

Results for COc1ccccc1OCC(=O)NNC(=O)Nc1ccc(Cl)cc1 ?
Mcl1-Noxa inh: 13; RGS4-Gao reg: 89; RGS7-Gao reg: inconclusive; Mcl-1 Bim block: 2; ABCB1 block: -0.5; Avidin bead fluor: 9; ABCG2 block: 0; Pf gamet viab: 0; GSH fluor: 14; RGS8-Gao: 90; Mcl1-Bid inh: -25

Results for Cc1ccc(CN2C(=O)C3CCCN3c3ccc(S(=O)(=O)N4CCOCC4)cc32)cc1 (stereo not given) ?
Mcl1-Noxa inh: -9; RGS4-Gao reg: 97; RGS7-Gao reg: 99; Mcl-1 Bim block: 2; ABCB1 block: 3.6; Avidin bead fluor: 16; ABCG2 block: -1; GSH fluor: 21; RGS8-Gao: 97; Mcl1-Bid inh: 4

How did O=c1c2ccccc2ncn1-c1ccc(Cl)cc1[N+](=O)[O-] do in these assays?
Mcl1-Noxa inh: 15; RGS4-Gao reg: 102; RGS7-Gao reg: 98; Mcl-1 Bim block: -3; ABCB1 block: 0.9; Avidin bead fluor: 11; ABCG2 block: 4; Pf gamet viab: -18; GSH fluor: 14; RGS8-Gao: 104; Mcl1-Bid inh: -10

The list goes on (2 carried over from the part before).
Results for Cc1ccc(CN2C(=O)C3CCCN3c3ccc(S(=O)(=O)N4CCOCC4)cc32)cc1 (stereo not given) ?
Mcl1-Noxa inh: -9; RGS4-Gao reg: 97; RGS7-Gao reg: 99; Mcl-1 Bim block: 2; ABCB1 block: 3.6; Avidin bead fluor: 16; ABCG2 block: -1; GSH fluor: 21; RGS8-Gao: 97; Mcl1-Bid inh: 4

How did O=c1c2ccccc2ncn1-c1ccc(Cl)cc1[N+](=O)[O-] do in these assays?
Mcl1-Noxa inh: 15; RGS4-Gao reg: 102; RGS7-Gao reg: 98; Mcl-1 Bim block: -3; ABCB1 block: 0.9; Avidin bead fluor: 11; ABCG2 block: 4; Pf gamet viab: -18; GSH fluor: 14; RGS8-Gao: 104; Mcl1-Bid inh: -10

How did CC12CN(C(=O)c3ccccc3)C3(C#N)CC1CCC23C (stereo not given) do in these assays?
Mcl1-Noxa inh: 12; RGS4-Gao reg: 102; RGS7-Gao reg: 104; Mcl-1 Bim block: -10; ABCB1 block: 0.1; Avidin bead fluor: 10; ABCG2 block: 0; Pf gamet viab: 1; GSH fluor: 36; RGS8-Gao: 101; Mcl1-Bid inh: 9

Results for Cc1cc(C(=O)Nn2c(C3CCCCC3)nc3ccccc3c2=O)ccc1[N+](=O)[O-] ?
Mcl1-Noxa inh: 1; RGS4-Gao reg: 108; RGS7-Gao reg: 102; Mcl-1 Bim block: 4; ABCB1 block: 0.9; Avidin bead fluor: 2; ABCG2 block: 2; Pf gamet viab: 0; GSH fluor: 6; RGS8-Gao: 110; Mcl1-Bid inh: 0

How did N#Cc1cc([N+](=O)[O-])ccc1Oc1cccc(/C=N/NC(=O)c2ccc(Cl)cc2)c1 do in these assays?
Mcl1-Noxa inh: 24; RGS4-Gao reg: 102; RGS7-Gao reg: 100; Mcl-1 Bim block: 0; ABCB1 block: 0.3; Avidin bead fluor: 6; ABCG2 block: 0; Pf gamet viab: 7; GSH fluor: 16; RGS8-Gao: 103; Mcl1-Bid inh: -19

How did O=[N+]([O-])c1cc(/C=N/N2CCCCC2)ccc1Cl do in these assays?
Mcl1-Noxa inh: 20; RGS4-Gao reg: 98; RGS7-Gao reg: 101; Mcl-1 Bim block: -3; ABCB1 block: 0.7; Avidin bead fluor: 20; ABCG2 block: 8; Pf gamet viab: -15; GSH fluor: 18; RGS8-Gao: 100; Mcl1-Bid inh: -53

Results for C#CC(C)(C)NC(=O)c1ccccc1OC ?
Mcl1-Noxa inh: 3; RGS4-Gao reg: 105; RGS7-Gao reg: 102; Mcl-1 Bim block: 1; ABCB1 block: 1.2; Avidin bead fluor: 12; ABCG2 block: 6; Pf gamet viab: -12; GSH fluor: 76; RGS8-Gao: 109; Mcl1-Bid inh: -10

What do the screens show for `CCOC(=O)c1c(C)nc(C)c(C(=O)OCC)c1-c1ccc(OC)cc1`?
Mcl1-Noxa inh: 12&4; RGS4-Gao reg: 90&87; RGS7-Gao reg: inconclusive; Mcl-1 Bim block: 2; ABCB1 block: 0.8; Avidin bead fluor: 3&6; ABCG2 block: 3; GSH fluor: 44; RGS8-Gao: 93&92; Mcl1-Bid inh: 13&-5

Results for CN1C(=O)/C(=C/c2ccc(-c3ccccc3[N+](=O)[O-])o2)SC1=Nc1ccc(Cl)c(C(=O)O)c1 ?
Mcl1-Noxa inh: 108*; RGS4-Gao reg: 75; RGS7-Gao reg: 54; Mcl-1 Bim block: 47*; ABCB1 block: -0.9; Avidin bead fluor: 3; ABCG2 block: -4; GSH fluor: 4; RGS8-Gao: 63; Mcl1-Bid inh: 34

What do the screens show for `Cc1[nH]c(=S)[nH]c(=O)c1CCC1OCCO1`?
Mcl1-Noxa inh: -1; RGS4-Gao reg: 114; RGS7-Gao reg: inconclusive; Avidin bead fluor: 3; RGS8-Gao: 118; Mcl1-Bid inh: -30

How did CC(=O)NC1C(Oc2ccccc2C)OC2COC(c3ccco3)OC2C1O (stereo not given) do in these assays?
Mcl1-Noxa inh: -12; RGS4-Gao reg: 108; RGS7-Gao reg: 114; Mcl-1 Bim block: 0; ABCB1 block: 0.0; Avidin bead fluor: 7; ABCG2 block: -3; Pf gamet viab: 0; GSH fluor: 15; RGS8-Gao: 108; Mcl1-Bid inh: -66

What do the screens show for `CCOc1ccc(-c2nc(CSCC(=O)N3CCN(C(=O)c4ccco4)CC3)c(C)o2)cc1`?
Mcl1-Noxa inh: 15; RGS4-Gao reg: 96; RGS7-Gao reg: 92; Mcl-1 Bim block: -1; ABCB1 block: 1.0; Avidin bead fluor: 7; ABCG2 block: 1; GSH fluor: 21; RGS8-Gao: 93; Mcl1-Bid inh: -25

Results for COC(=O)/C(C#N)=C1/C=Cc2ccccc2N1C ?
Mcl1-Noxa inh: 9; RGS4-Gao reg: 99; RGS7-Gao reg: 98; Mcl-1 Bim block: -2; ABCB1 block: 0.2; Avidin bead fluor: 22; ABCG2 block: 0; Pf gamet viab: -2; GSH fluor: 16; RGS8-Gao: 100; Mcl1-Bid inh: -4

How did CCOc1ccccc1NC(=O)c1ccccc1NS(C)(=O)=O do in these assays?
Mcl1-Noxa inh: 15; RGS4-Gao reg: 93; RGS7-Gao reg: 94; Mcl-1 Bim block: 2; ABCB1 block: 0.8; Avidin bead fluor: 6; ABCG2 block: -1; GSH fluor: 32; RGS8-Gao: 96; Mcl1-Bid inh: 6

Results for CCCCN(C)C(=O)CC(NS(=O)(=O)c1ccc(NC(C)=O)cc1)C(C)C (stereo not given) ?
Mcl1-Noxa inh: 2; RGS4-Gao reg: 107; RGS7-Gao reg: 101; Mcl-1 Bim block: 1; ABCB1 block: 0.1; Avidin bead fluor: 10; ABCG2 block: 5; GSH fluor: 12; RGS8-Gao: 103; Mcl1-Bid inh: -14

What do the screens show for `Cc1cc(-c2nnc(CSc3nnc(NC(=O)c4ccc(C(C)(C)C)cc4)s3)o2)ccc1[N+](=O)[O-]`?
Mcl1-Noxa inh: -15; RGS4-Gao reg: 103; RGS7-Gao reg: inconclusive; Avidin bead fluor: 7; Pf gamet viab: 12; RGS8-Gao: 106; Mcl1-Bid inh: -27

How did CCn1c(SCC(=O)Nc2ccc3c(c2)c2ccccc2n3CC)nnc1-c1ccco1 do in these assays?
Mcl1-Noxa inh: -8; RGS4-Gao reg: 101; RGS7-Gao reg: 96; Mcl-1 Bim block: -6; ABCB1 block: 0.0; Avidin bead fluor: 17; ABCG2 block: 0; GSH fluor: 24; RGS8-Gao: 103; Mcl1-Bid inh: -18

Screening data as filed in PubChem.
